TcdB GH inh: TcdB glycohydrolase inhibition | P18177 | TcdB glycohydrolase enzymatic assay, plate reader | inhibition, % at 9.99 µM | 0.24% of 350,000 active; in the data active means inhibition above about 10%
Active calls of the source: *. This is a subset (hit frequency here may not be typical).

SMILES	TcdB GH inh
COc1ccc2c3c(n(C)c2c1)[C@H](CO)N(C(=O)Cc1ccccn1)CC31CCN(CC2CCCC2)CC1	-0.9
O=C(C1CCCC1)N1CC(=O)N2[C@@H](CO)[C@@H](c3ccc(-c4ccccc4F)cc3)[C@@H]2C1	0.8
O=C(C[C@@H]1CC[C@H]2NC[C@H](O)COC[C@@H]2O1)NCCN1CCCC1	-1.2
CO[C@@H]1CN(C)C(=O)c2ccc(NC(C)=O)cc2OC[C@@H](C)N(C(=O)Cc2ccccn2)C[C@H]1C	-1.0
COc1cccc(CNC(=O)C[C@@H]2CC[C@H](NC(=O)C3CC3)[C@H](CO)O2)c1	0.3
Cc1ccccc1-c1ccc([C@H]2[C@@H](CO)N3C(=O)CN(C(=O)Nc4cccc(F)c4)C[C@@H]23)cc1	0.8
C[C@@H]1CN([C@H](C)CO)C(=O)c2cccc(NC(=O)C3CCOCC3)c2O[C@@H]1CN(C)Cc1ccc(C(=O)O)cc1	-0.7
COc1ccc(S(=O)(=O)N(C)C[C@@H]2OCCCC[C@H](C)Oc3ccc(NS(=O)(=O)c4c(C)noc4C)cc3C(=O)N([C@H](C)CO)C[C@@H]2C)cc1	-0.6
COc1cccc(S(=O)(=O)N2CCCCN3[C@H](CO)[C@H](c4ccc(-c5ccccc5)cc4)[C@H]3C2)c1	-8.3
COC(=O)C[C@@H]1CC[C@@H]2[C@@H](COc3ccc(NS(=O)(=O)c4cccc(F)c4)cc3C(=O)N2C)O1	-1.1
C[C@H]1CN([C@@H](C)CO)C(=O)c2cc(C#Cc3cccc(F)c3)cnc2O[C@H]1CN(C)CC1CCCC1	-1.3
CCCN1C[C@@H](C)[C@H](OC)CN(C)C(=O)c2cc(NC(=O)c3ccccc3F)ccc2OC[C@H]1C	-2.8
C[C@H](CO)N1C[C@H](C)[C@@H](CN(C)C)Oc2cc(C#Cc3ccccc3F)ccc2S1(=O)=O	1.4
CO[C@@H]1CN(C)C(=O)c2cc(NC(=O)c3ccc(F)cc3)ccc2OC[C@H](C)N(C(C)=O)C[C@H]1C	1.4
CCS(=O)(=O)Nc1ccc2c(c1)C(=O)N(C)[C@H]1CC[C@H](CC(=O)Nc3ccc(Cl)cc3)O[C@@H]1CO2	-1.6
C[C@H]1CN([C@@H](C)CO)C(=O)Cc2cc(NC(=O)CCN3CCOCC3)ccc2O[C@@H]1CN(C)C(=O)NC1CCCCC1	-0.4
COc1ccc(NC(=O)Nc2cccc3c2O[C@H](CN(C)Cc2ccc(-c4ccccc4)cc2)[C@@H](C)CN([C@@H](C)CO)C3=O)cc1	0.3
CCCC#Cc1cnc2c(c1)C(=O)N([C@@H](C)CO)C[C@H](C)[C@H](CN(C)C(=O)c1cccnc1)O2	0.2
O=C(C[C@@H]1C=C[C@H](NC(=O)NC2CCCCC2)[C@@H](CO)O1)NCc1ccc(Cl)cc1	0.8
C[C@H](CO)N1C[C@H](C)[C@@H](CN(C)C(=O)c2cccc(F)c2)Oc2cc(-c3cccc(F)c3)ccc2S1(=O)=O	-1.0
Cc1noc(C)c1NC(=O)N(C)C[C@H]1Oc2ccc(NC(=O)Nc3cccc4ccccc34)cc2C(=O)N([C@@H](C)CO)C[C@@H]1C	0.6
COc1cccc(NC(=O)N2C[C@H](O)COC[C@@H]3O[C@@H](CC(=O)NC4CCCC4)CC[C@H]32)c1	-2.0
C[C@@H]1CN([C@@H](C)CO)C(=O)Cc2cc(NC(=O)C3CC3)ccc2O[C@H]1CN(C)C(=O)Nc1ccccc1	0.7
COC(=O)C[C@H]1CC[C@@H](N)[C@@H](CO)O1	1.7
C[C@@H]1CN([C@H](C)CO)C(=O)c2cc(C3=CCCCC3)cnc2O[C@H]1CN(C)C(=O)Nc1ccccc1	-0.7

Grouped by structure, the compounds so far with a Cl atom
SMILES	TcdB GH inh
CCS(=O)(=O)Nc1ccc2c(c1)C(=O)N(C)[C@H]1CC[C@H](CC(=O)Nc3ccc(Cl)cc3)O[C@@H]1CO2	-1.6
O=C(C[C@@H]1C=C[C@H](NC(=O)NC2CCCCC2)[C@@H](CO)O1)NCc1ccc(Cl)cc1	0.8

Following part
SMILES	TcdB GH inh
C/C=C/c1ccc2c(c1)O[C@@H](CN(C)C(=O)Nc1cc(F)ccc1F)[C@H](C)CN([C@@H](C)CO)S2(=O)=O	-8.9
C/C=C/c1ccc2c(c1)O[C@H](CN(C)C(=O)c1cccc(F)c1)[C@@H](C)CN([C@@H](C)CO)S2(=O)=O	2.0
COc1ccccc1C#Cc1cnc2c(c1)C(=O)N([C@H](C)CO)C[C@H](C)[C@@H](CN(C)C(=O)c1ccc3c(c1)OCO3)O2	1.8
Cc1ccc(S(=O)(=O)N(C)C[C@H]2OCCCC[C@H](C)Oc3ccc(NC(=O)NC(C)C)cc3C(=O)N([C@H](C)CO)C[C@@H]2C)cc1	0.2
CO[C@@H]1CN(C)C(=O)c2ccc(NC(=O)c3ccc4c(c3)OCO4)cc2OC[C@@H](C)N(CCC(F)(F)F)C[C@H]1C	0.2
CO[C@@H]1CN(C)C(=O)c2cc(NC(=O)Nc3ccccc3)ccc2OC[C@H](C)N(C(=O)Nc2c(C)noc2C)C[C@@H]1C	0.4
C[C@@H]1CCCCO[C@H](CN(C)Cc2ccc(C(=O)O)cc2)[C@H](C)CN([C@H](C)CO)C(=O)c2cc(NC(=O)NC3CCCCC3)ccc2O1	0.3
COCC(=O)N1[C@@H]2c3ccc(C4=CCCCC4)c(=O)n3C[C@@H]2[C@@H](CO)[C@@H]1C(=O)N1CCN(C)CC1	0.6
COC(=O)[C@@H]1[C@@H](CO)[C@@H]2Cn3c(ccc(-c4cccnc4)c3=O)[C@@H]2N1Cc1ccccc1F	0.5
COCC(=O)N1CCCCN2[C@H](CO)[C@H](c3ccc(-c4ccc(OC)cc4)cc3)[C@H]2C1	-1.0
C[C@@H]1CN([C@@H](C)CO)C(=O)c2cc(NS(=O)(=O)c3cn(C)cn3)ccc2O[C@@H]1CN(C)C	0.2
COc1cccc(NC(=O)N2CC(=O)N3[C@H](CO)[C@H](c4ccc(C#CC5CCCC5)cc4)[C@@H]3C2)c1	-0.3
Cc1noc(C)c1S(=O)(=O)N(C)C[C@@H]1OCCCC[C@H](C)Oc2ccc(NS(C)(=O)=O)cc2C(=O)N([C@H](C)CO)C[C@H]1C	0.8
CO[C@H]1CN(C)C(=O)c2ccc(NS(C)(=O)=O)cc2OC[C@H](C)N(Cc2cccnc2)C[C@H]1C	0.2
C[C@@H]1CN([C@H](C)CO)C(=O)c2cc(NC(=O)Cc3cn(C)c4ccccc34)ccc2O[C@@H]1CN(C)Cc1ccncc1	0.1
N#C[C@@H]1[C@H](c2ccccc2-c2ccc(F)cc2)[C@H](CO)N1C(=O)Cc1cccnc1	0.9
Cc1ccc(S(=O)(=O)Nc2ccc3c(c2)C(=O)N([C@H](C)CO)C[C@H](C)[C@H](CN(C)C(=O)Nc2ccc(C(F)(F)F)cc2)OCCCC[C@@H](C)O3)cc1	0.2
C[C@@H]1CN([C@H](C)CO)C(=O)c2cc(N(C)C)ccc2O[C@@H]1CN(C)Cc1ccc(C(=O)O)cc1	-3.4
C[C@H](CO)N1C[C@H](C)[C@H](CN(C)S(=O)(=O)c2ccc(F)cc2)OCCCC[C@H](C)Oc2ccc(NC(=O)CCCCCC(=O)Nc3ccccc3N)cc2C1=O	-1.7
COCC(=O)N(C)C[C@H]1Oc2cc(C#CCC(C)C)ccc2S(=O)(=O)N([C@H](C)CO)C[C@H]1C	0.3
C[C@H]1CN([C@@H](C)CO)C(=O)c2cc(NC(=O)CCC(F)(F)F)ccc2O[C@@H]1CN(C)C(=O)Nc1cccc2ccccc12	0.3
CC(C)CC#Cc1ccc2c(c1)O[C@H](CN(C)Cc1cncnc1)[C@@H](C)CN([C@@H](C)CO)S2(=O)=O	-0.6
CO[C@H]1CN(C)C(=O)c2ccc(NC(=O)c3ccccc3F)cc2OC[C@@H](C)N(C(=O)c2ccccc2F)C[C@@H]1C	0.8
CO[C@H]1CN(C)C(=O)c2cc(NS(=O)(=O)c3ccccc3C)ccc2OC[C@H](C)N(C)C[C@@H]1C	-1.7
CCCNC(=O)N1[C@@H](CO)[C@@H](c2ccccc2)C12CN(C(=O)c1cccnc1)C2	-9.8

Structural class: those above with two or more sulfur atoms
SMILES	TcdB GH inh
COc1ccc(S(=O)(=O)N(C)C[C@@H]2OCCCC[C@H](C)Oc3ccc(NS(=O)(=O)c4c(C)noc4C)cc3C(=O)N([C@H](C)CO)C[C@@H]2C)cc1	-0.6
Cc1noc(C)c1S(=O)(=O)N(C)C[C@@H]1OCCCC[C@H](C)Oc2ccc(NS(C)(=O)=O)cc2C(=O)N([C@H](C)CO)C[C@H]1C	0.8

Gathered by group, the compounds so far with a COOH group (3)
SMILES	TcdB GH inh
C[C@@H]1CN([C@H](C)CO)C(=O)c2cccc(NC(=O)C3CCOCC3)c2O[C@@H]1CN(C)Cc1ccc(C(=O)O)cc1	-0.7
C[C@@H]1CCCCO[C@H](CN(C)Cc2ccc(C(=O)O)cc2)[C@H](C)CN([C@H](C)CO)C(=O)c2cc(NC(=O)NC3CCCCC3)ccc2O1	0.3
C[C@@H]1CN([C@H](C)CO)C(=O)c2cc(N(C)C)ccc2O[C@@H]1CN(C)Cc1ccc(C(=O)O)cc1	-3.4

Going on with the list:
SMILES	TcdB GH inh
C[C@H]1CN([C@@H](C)CO)C(=O)c2cccc(NC(=O)c3ccncc3)c2O[C@H]1CN(C)S(=O)(=O)c1cn(C)cn1	0.3
Cc1noc(C)c1S(=O)(=O)N(C)C[C@H]1Oc2ccc(NS(=O)(=O)c3cn(C)cn3)cc2C(=O)N([C@@H](C)CO)C[C@H]1C	0.1
CCC(=O)N1[C@@H](CO)[C@H](c2ccccc2)C12CN(C(=O)NC1CCCC1)C2	-0.2
COc1ccc(NC(=O)Nc2ccc3c(c2)C(=O)N([C@@H](C)CO)C[C@@H](C)[C@H](CN(C)C(=O)Nc2ccc(F)cc2)O3)cc1	-11.9
C[C@H](CO)N1C[C@H](C)[C@H](CN(C)C)Oc2ccc(NC(=O)Cc3cn(C)c4ccccc34)cc2C1=O	-3.9
Cc1noc(C)c1NC(=O)N[C@@H]1CC[C@H](CC(=O)NCc2ccc(Cl)c(Cl)c2)O[C@H]1CO	-1.1
Cc1ccc(S(=O)(=O)Nc2ccc3c(c2)C(=O)N([C@@H](C)CO)C[C@@H](C)[C@@H](CN(C)C(=O)Nc2ccc(F)cc2)O3)cc1	1.0
C[C@H](CO)N1C[C@H](C)[C@H](CN(C)Cc2ccc(-c3ccccc3)cc2)Oc2ccc(NC(=O)Nc3ccccc3)cc2CC1=O	0.8
C[C@@H]1CN([C@@H](C)CO)C(=O)c2cc(NC(=O)Nc3ccccc3)ccc2O[C@@H](C)CCCCO[C@@H]1CN(C)Cc1ccccc1	-1.1
Cc1ccc(S(=O)(=O)N(C)C[C@H]2Oc3c(NC(=O)Nc4ccc(C(F)(F)F)cc4)cccc3C(=O)N([C@@H](C)CO)C[C@H]2C)cc1	-1.8
C[C@H](CO)N1C[C@H](C)[C@@H](CN(C)C(=O)C2CC2)Oc2cc(C#Cc3ccncc3)ccc2S1(=O)=O	3.5
O=C(C[C@H]1C[C@@H]2c3cc(NC(=O)C4CCOCC4)ccc3O[C@@H]2[C@@H](CO)O1)NCCN1CCCCC1	0.5
C[C@@H]1CN([C@H](C)CO)C(=O)c2cccc(NC(=O)NC3CCCCC3)c2O[C@H]1CN(C)C(=O)Nc1cccc2ccccc12	0.2
COc1ccc(S(=O)(=O)Nc2ccc3c(c2)C(=O)N([C@H](C)CO)C[C@H](C)[C@@H](CN(C)C(=O)CCC(F)(F)F)OCCCC[C@H](C)O3)cc1	0.7
O=C(Nc1ccc(F)cc1)N1CCCCN2[C@H](CO)[C@H](c3ccc(-c4ccccc4F)cc3)[C@H]2C1	-1.0
CC=Cc1ccc2n(c1=O)C[C@@H]1[C@@H](CO)[C@H](C(=O)NCC)[C@H]2N1CCC(F)(F)F (mixture of isomers)	-0.9
Cc1ccc(S(=O)(=O)Nc2ccc3c(c2)C(=O)N([C@H](C)CO)C[C@H](C)[C@H](CN(C)Cc2ccncc2)OCCCC[C@@H](C)O3)cc1	-1.1
Cc1ccc(S(=O)(=O)Nc2ccc3c(c2)C(=O)N([C@@H](C)CO)C[C@H](C)[C@@H](CN(C)C(=O)Nc2ccccc2)OCCCC[C@H](C)O3)cc1	2.2
CC(C)NC(=O)N(C)C[C@@H]1OCCCC[C@@H](C)Oc2ccc(NS(C)(=O)=O)cc2C(=O)N([C@@H](C)CO)C[C@H]1C	-0.5
C[C@@H]1CN([C@@H](C)CO)C(=O)c2cccc(NC(=O)Nc3ccc4c(c3)OCO4)c2O[C@@H]1CN(C)Cc1ccc(C(=O)O)cc1	-0.2
CCCNC(=O)N1CC2(C1)CN(C(=O)CC)[C@H](CO)c1c2c2ccc(OC)cc2n1C	-1.7
CCCC#Cc1ccc([C@H]2[C@H]3CN(C(=O)c4cccnc4)CC(=O)N3[C@H]2CO)cc1	-0.8
CN(C)C(=O)c1ccc(-c2ccc([C@@H]3[C@H]4CN(C(=O)C5CCC5)CC(=O)N4[C@H]3CO)cc2)cc1	-0.1
O=C(NC1CCCCC1)N1CC(=O)N2[C@H](C1)[C@H](c1ccc(-c3ccccc3)cc1)[C@@H]2CO	0.7
CN(C)CCCNC(=O)C[C@@H]1CC[C@H]2[C@@H](COc3ccc(NC(=O)c4ccccc4F)cc3C(=O)N2C)O1	0.5
COc1ccc2c3c(n(C)c2c1)[C@H](CO)NCC31CCN(Cc2cc(F)ccc2F)CC1	-0.2
COc1cccc(CN2CC3(CCN(S(C)(=O)=O)CC3)c3c(n(C)c4cc(OC)ccc34)[C@@H]2CO)c1	0.0
C[C@H](CO)N1C[C@H](C)[C@@H](CN(C)S(=O)(=O)c2ccc(Cl)cc2)OCCCC[C@H](C)Oc2ccc(NC(=O)c3ccncc3)cc2C1=O	-0.8
C[C@@H]1CN([C@@H](C)CO)S(=O)(=O)c2ccc(C#CCN(C)C)cc2O[C@H]1CN(C)Cc1ccncc1	-1.2

Single entries from the entries so far.
TcdB GH inh result of COc1ccc2c3c(n(C)c2c1)[C@H](CO)NCC31CCN(Cc2cc(F)ccc2F)CC1 is entered as -0.2
TcdB GH inh result of CC=Cc1ccc2n(c1=O)C[C@@H]1[C@@H](CO)[C@H](C(=O)NCC)[C@H]2N1CCC(F)(F)F (mixture of isomers) is entered as -0.9

Bioassay records from PubChem BioAssay.
